Compound activity: PubChem BioAssay, several laboratories
ABCG2 block: human ABCG2 inhibition, ABCB1 as counter-screen | Q9UNQ0 | IgMXP3 cells, JC-1 efflux, flow cytometry | inhibition, % at 6.6 µM | actives 0.1% (n = 190,000) | AID 1325;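 active = inhibition above 80%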;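 note: 0% = DMSO and 100% = nicardipine control wells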
Target sequence (Q9UNQ0 whole entry, looked up): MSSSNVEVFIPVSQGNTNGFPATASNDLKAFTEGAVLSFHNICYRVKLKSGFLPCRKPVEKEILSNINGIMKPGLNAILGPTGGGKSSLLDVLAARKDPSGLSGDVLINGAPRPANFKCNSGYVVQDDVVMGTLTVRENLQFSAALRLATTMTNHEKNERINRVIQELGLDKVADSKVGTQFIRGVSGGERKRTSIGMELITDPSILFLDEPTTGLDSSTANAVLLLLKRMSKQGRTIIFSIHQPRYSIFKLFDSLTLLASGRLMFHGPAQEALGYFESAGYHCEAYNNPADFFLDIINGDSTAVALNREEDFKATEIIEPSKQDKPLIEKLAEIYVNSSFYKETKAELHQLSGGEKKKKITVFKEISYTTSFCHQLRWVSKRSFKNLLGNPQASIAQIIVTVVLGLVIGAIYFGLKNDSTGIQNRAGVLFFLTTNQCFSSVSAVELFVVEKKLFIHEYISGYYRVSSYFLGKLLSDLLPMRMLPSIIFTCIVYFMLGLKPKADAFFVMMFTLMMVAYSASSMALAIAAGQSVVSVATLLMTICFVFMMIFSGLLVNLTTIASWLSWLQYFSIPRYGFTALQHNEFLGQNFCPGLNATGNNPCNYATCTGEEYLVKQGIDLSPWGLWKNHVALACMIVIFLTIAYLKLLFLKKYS
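Test system: IgMXP3 (ABCG2) plus far-red-tagged CCRF-Adr (ABCB1) cells. Reagent: JC-1 dye as substrate. Timing: 10 min exposure at 25 °C with rotation, no wash. Measured by: flow cytometric JC-1 green MFI at 530 nm. Read-out: percent efflux inhibition, scaled nicardipine 100% to DMSO 0%. Control set: nicardipine and DMSO wells.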
Avidin fluor: compound fluoresces at 488/530 nm on avidin beads | compound fluorescence 488/530 nm, flow cytometry; active compounds read high | fluorescence (KMESF) at 10 µM | actives 0.38% (n = 220,000); in the data active = fluorescence above about 47; note: inactives centre near 10
GSH fluor: compound fluoresces at 488/530 nm on GSH beads; GSH beads flow cytometry, compound fluorescence 488/530 nm; active compounds read high; fluorescence (KMESF) at 10 µM; actives 0.25% (n = 190,000); in the data active = fluorescence above about 89;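 note: glutathione beads carrying GST-tagged Bcl family fusion proteins plus one bare bead set; values are compound well signal with DMSO vehicle wells as background; inactives centre near 16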
ABCB1 block: inhibitors of human ABCB1 transporter, ABCG2 counter-screen. CCRF-Adr cells, JC-1 efflux, flow cytometry. inhibition, % at 6.6 µM. actives 0.067% (n = 190,000). P08183; in the data active = inhibition above about 40%;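 note: 0% = vehicle and 100% = reference inhibitor; higher value means more JC-1 retained so stronger ABCB1 efflux block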
Rac1 wt modul: human Rac1 wildtype GTP binding, inhibitors and activators; P63000; GST-Rac1 beads, fluorescent GTP binding, flow cytometry; actives lie on both sides; 0 = cold GTP competed, 100 = untreated; GTP binding activity (% of control), % at 10 µM; actives 0.27% (n = 190,000);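 active = GTP binding activity at least 20 points away from the 100% control level, either lower or higher; inconclusive = compound flagged as likely green fluorescent, judged across all proteins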
Rab7 wt modul: alters GTP binding to wildtype dog Rab7 | GST-Rab7 beads, fluorescent GTP binding, flow cytometry; actives lie on both sides; untreated = 100%, excess cold GTP = 0% | GTP binding activity (percent of control), % at 10 µM | actives 0.055% (n = 190,000);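 active = fluorescent GTP binding to Rab7 beads changed by at least 20 points from the 100% baseline, either direction, mostly lower; inconclusive = compound itself probably fluorescent, or too few beads counted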;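 note: median green fluorescence of bound Bodipy-FL-GTP per Rab7 bead population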
Rab2A wt mod: changes GTP binding to wildtype dog Rab2A, up or down; actives 0.19% (n = 190,000); GST-Rab2 wt beads, Bodipy-GTP binding, flow cytometry; AID 760; P61105; GTP binding activity, % at 10 µM;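 active = GTP binding activity at least 20 points away from 100%, either lowered or raised; inconclusive = signal likely due to the compound's own green fluorescence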;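 note: 0% = beads with excess unlabeled GTP and 100% = no-compound control corrected for plate trend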
HRas wt GTP bind: modulators of GTP binding to human HRas wildtype. P01112. GST-Ras wt beads, Bodipy-FL-GTP binding, flow cytometry; actives lie on both sides. GTP binding activity, % at 10 µM. actives 0.14% (n = 190,000);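 active = GTP binding activity at least 20% away from the 100% baseline, either lowered as inhibitor or raised as activator; inconclusive = flagged as likely green fluorescent, judged across all proteins in the well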;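 note: 0% = unlabeled GTP competition control and 100% = no-compound control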
Target sequence (P01112 whole entry, looked up): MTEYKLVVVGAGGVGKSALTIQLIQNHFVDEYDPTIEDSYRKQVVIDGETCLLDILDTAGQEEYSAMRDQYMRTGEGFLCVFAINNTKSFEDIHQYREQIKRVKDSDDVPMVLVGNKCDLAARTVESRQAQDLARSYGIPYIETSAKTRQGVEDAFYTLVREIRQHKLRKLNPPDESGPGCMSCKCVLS
Cdc42 wt GTP: human Cdc42 wildtype GTP binding change, either direction; actives 0.2% (n = 190,000); P60953; GST-Cdc42 beads, Bodipy-GTP binding, flow cytometry; actives lie on both sides; percent activity (GTP binding), % at 10 µM;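 active = percent activity GTP binding at least 20 points away from the 100% baseline, either down as inhibitor or up as activator; inconclusive = compound flagged as likely green fluorescent from well-wide comparison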;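 note: median bead fluorescence of bound Bodipy-FL-GTP at 100 nM; 0% = excess unlabeled GTP control and 100% = no compound control; below 100% means less GTP binding so inhibitor and above means activator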
Target sequence (P60953 whole entry, looked up): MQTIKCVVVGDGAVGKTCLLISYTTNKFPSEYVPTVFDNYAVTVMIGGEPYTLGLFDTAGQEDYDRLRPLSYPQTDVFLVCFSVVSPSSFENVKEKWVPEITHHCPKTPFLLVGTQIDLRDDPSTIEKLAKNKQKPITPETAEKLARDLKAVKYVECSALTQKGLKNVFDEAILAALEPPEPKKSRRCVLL
Pf gametocyte: kills late stage P. falciparum gametocytes | actives 0.065% (n = 150,000) | AID 743093 | inhibition, % at 10.9 µM | P. falciparum stage V gametocytes, ATP luminescence, 24 h;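 active = inhibition above the mean plus 3 SD of compounds within the control limits, set per campaign, cut at about 38% in these data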;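 note: 0% = DMSO wells and 100% = medium only without gametocytes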
Rac1 mut GTP: alters GTP binding to activated mutant human Rac1; percent activity (GTP binding), % at 10 µM; actives 0.11% (n = 190,000); GST-Rac1 activated beads, fluorescent GTP binding, flow cytometry; actives lie on both sides; 100% means binding = to untreated wells; AID 764;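 active = GTP binding at least 20 percentage points away from the 100% baseline, in either direction, so actives lie on both sides; inconclusive = Compound likely fluorescent itself, or too few beads counted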
* marks the source's active call; other numbers are inactive results; ? = inconclusive; · = no result given.

SMILES	ABCG2 block	Avidin fluor	GSH fluor	ABCB1 block	Rac1 wt modul	Rab7 wt modul	Rab2A wt mod	HRas wt GTP bind	Cdc42 wt GTP	Pf gametocyte	Rac1 mut GTP
Cc1ccccc1CC1(CO)CCCN(C(=O)CCCN2CCCCC2=O)C1 (stereo not given)	6	8	10	1.8	99	105	99	99	96	10	97
C=CCOc1ccc(C2C(C#N)=C(N)N(Nc3ccccc3)C3=C2C(=O)CCC3)cc1OC (stereo not given)	37	37	25	1.2	106	97	100	101	102	·	99
CC[C@@H](C)[C@H](NC(=O)C1CCN(C(=O)[C@@H](NS(=O)(=O)c2ccc(C)cc2)C(C)C)CC1)C(=O)O	-5	20	29	-6.1	?	?	?	?	?	·	?
CSc1cccc(NC(=O)CCCOc2ccccc2)c1	2	14	18	0.0	104	99	99	100	100	-4	101
O=C(CCl)N(c1ccccc1)C1CCS(=O)(=O)C1 (stereo not given)	3	13	18	0.4	107	100	99	103	104	-29	102
Cc1ccc(OCCCN2CCCC2)c(C)c1	2	8	15	0.1	103	97	101	99	97	·	99
COC(=O)N1CCN(S(=O)(=O)c2ccc(F)cc2)CC1	36	33	28	1.8	102	101	100	100	102	-2	99
CCOC(=O)c1c(C(=O)OCC)c(C)n(CCc2ccccc2)c1C	18	5	23	1.3	104	95	99	99	100	·	100
CN(CC(=O)NCCc1ccccc1)S(=O)(=O)c1cccc2nsnc12	2	13	23	-0.4	104	102	99	100	103	8	99
CN1N=C(C(=O)Nc2ccc3c(c2)CCC3)CCC1=O	1	9	24	-0.3	96	102	99	97	96	10	96
c1ccc(-c2csc(Nc3cccnc3)n2)nc1	6	15	46	0.5	93	94	92	95	97	-31	91
COc1cccc(N=C2SC(CC(=O)Nc3ccccc3)C(=O)N2Cc2ccccn2)c1 (stereo not given)	7	11	17	1.2	95	102	94	96	94	2	93
O=C1C(Cc2ccccc2)S/C(=N/N=C/c2ccco2)N1c1ccccc1 (stereo not given)	1	21	11	0.0	103	100	95	102	101	13	96
COC(=O)CNc1c(-c2ccccc2)nc2ccc(Br)cn12	1	6	60	1.1	104	89	94	97	98	-7	94
COc1ccc(C2=C/C(=C\c3ccc(OC(C)=O)cc3)C(=O)O2)cc1	4	9	18	-0.2	99	104	101	99	96	-5	93
CC(=O)c1nn(-c2cccc(Br)c2)cc1C(=O)c1ccc(Cl)cc1	0	3	10	-0.1	103	100	103	101	101	16	102
Cc1oc2ccc(OCc3ccccc3F)cc2c1C(=O)O	10	5	44	6.5	102	102	101	97	97	13	98
O=C(NNC(=S)NC1CCCCC1)c1cccs1	0	2	10	0.4	102	98	96	96	102	-28	98
COCCN(C(=S)Nc1ccc(OC)c(Cl)c1)C1CCN(C(C)C)CC1	4	5	17	-0.2	104	107	103	102	104	21	97
COc1ccc2nc(Nc3nc(-c4cc5ccccc5oc4=O)cs3)sc2c1	0	3	2	-0.4	98	94	93	96	93	11	100
CCOc1ccc(N2C(=O)CC(NCc3ccc(F)cc3)C2=O)cc1 (stereo not given)	9	7	11	0.7	102	103	102	103	102	5	100
Cc1cccc(NC(=S)NC2CC3CCCC(C2)N3CC(C)C)c1C (stereo not given)	0	·	19	0.2	104	98	99	101	101	·	97
CC(OC(=O)C1CC1)C(=O)Nc1cc(C(F)(F)F)ccc1Cl (stereo not given)	12	11	12	0.4	100	93	99	95	97	·	94
CC(C)(C)n1nnnc1C(c1cccc(C(F)(F)F)c1)N1CCC(O)CC1 (stereo not given)	1	6	18	0.4	95	96	95	94	97	·	97
CC1=CC(C)(C(Cl)Cl)C(C)=CC1=O (stereo not given)	4	6	15	0.9	108	101	98	101	101	1	98

Arranged by length of the SMILES (falling): part of the list above.
SMILES	ABCG2 block	Avidin fluor	GSH fluor	ABCB1 block	Rac1 wt modul	Rab7 wt modul	Rab2A wt mod	HRas wt GTP bind	Cdc42 wt GTP	Pf gametocyte	Rac1 mut GTP
O=C1C(Cc2ccccc2)S/C(=N/N=C/c2ccco2)N1c1ccccc1 (stereo not given)	1	21	11	0.0	103	100	95	102	101	13	96
CSc1cccc(NC(=O)CCCOc2ccccc2)c1	2	14	18	0.0	104	99	99	100	100	-4	101
O=C(NNC(=S)NC1CCCCC1)c1cccs1	0	2	10	0.4	102	98	96	96	102	-28	98

(listing goes on)
SMILES	ABCG2 block	Avidin fluor	GSH fluor	ABCB1 block	Rac1 wt modul	Rab7 wt modul	Rab2A wt mod	HRas wt GTP bind	Cdc42 wt GTP	Pf gametocyte	Rac1 mut GTP
O=c1cc(O)c2sc(Nc3ccc(F)c(Cl)c3)nc2[nH]1	-3	10	15	-1.1	97	97	92	93	93	·	96
Cc1ccc2nc(SC(C(=O)Nc3ccc(F)cc3)c3ccccc3)[nH]c2c1 (stereo not given)	9	11	10	1.0	100	104	102	100	99	·	97
CN1c2ccccc2C(C)(C)C12C=Nc1c(cc(N3CCOCC3)c3ccccc13)O2 (stereo not given)	14	16	37	1.9	107	98	99	104	103	·	99
Cc1ccc(CNC(=O)CN(C2CCCCC2)S(C)(=O)=O)cc1	1	7	67	0.5	105	92	99	101	102	·	99
O=C(CCC(NC(=O)OCc1ccccc1)C(=O)OCC(=O)N1CCCCC1)OCC(=O)N1CCCCC1 (stereo not given)	6	12	12	0.3	103	103	103	103	105	14	101
COc1ccc(CN2CCCC(C(=O)c3ccc(Cl)cc3)C2)cc1Cn1cncn1 (stereo not given)	3	12	13	2.5	96	97	95	96	96	21	96
CCOC(=O)C1=C(C)NC(=S)N(C(C)=O)C1c1ccc(Cl)cc1 (stereo not given)	-3	17	8	0.2	99	104	100	100	97	·	97
O=Cc1cn(-c2ccccc2)nc1-c1cccnc1	29	12	12	1.4	97	102	97	100	96	16	98
CCc1nc(N=Nc2c(O)[nH]c3ccccc23)c2c3c(sc2n1)CCC3	-3	12	4	0.9	97	93	95	94	100	·	96
NS(=O)(=O)c1ccc(-c2ccc(C=NC3CCS(=O)(=O)C3)o2)cc1 (stereo not given)	3	11	9	0.8	102	103	104	102	101	1	98
O=C(Nc1ccccc1Cl)N1CCN(c2ccccn2)CC1	9	35	25	0.0	100	97	97	96	100	·	97
COc1ccc(C2C3=C(CCCC3=O)Nc3ccc4ncccc4c32)cc1OC (stereo not given)	0	10	18	63*	101	104	102	102	100	7	95
Cc1c(C(=O)NCc2cccnc2)sc2nc(-c3ccc(F)cc3)cn12	4	27	16	0.6	101	104	98	100	99	·	98
COCCNC(=O)CSc1nc2ccccc2c2nc(C)nn12	3	33	14	0.4	103	99	98	100	102	·	100
Cc1ccc(-n2cc3c(-c4cccc(Br)c4)nnc(C)c3n2)cc1	36	15	35	1.4	101	102	98	100	99	-16	101
N#Cc1nc(-c2cccs2)oc1NCc1ccc(Cl)cc1	1	2	16	0.3	102	100	101	99	101	11	98
O=C(NCc1cccnc1)c1ccc(COc2cccc3ccccc23)o1	5	3	18	1.0	102	100	103	103	103	·	100
Cc1ccc(-c2ccc3nnc(SCC(=O)NCC4CCCO4)n3n2)cc1 (stereo not given)	0	9	17	-0.4	95	107	99	95	96	-7	94
COc1ccc(C2=NNC(c3cccnc3)=Nc3ccccc32)cc1	1	10	10	0.1	95	103	98	99	95	-1	95
O=C(NN1C(=O)c2ccccc2C1=O)C1C2CCCCC21 (stereo not given)	2	11	8	0.8	102	97	98	100	96	-15	99
CSCCC(NC(=O)c1ccccc1)C(=O)N/N=C(\C)c1ccccc1 (stereo not given)	-1	29	17	0.8	103	100	100	100	103	10	101
Fc1ccc2c(c1)C(c1ccncc1)=NNC(c1ccc(Br)cc1)=N2	5	9	13	0.7	102	98	102	99	97	·	100
O=C(Nc1ccccc1)c1sc2cc(C(F)(F)F)cnc2c1-c1cccs1	2	13	15	0.1	106	98	100	98	100	23	100
COc1cccc2c1OC[C@@H](CO)[C@H]2N(C)C(=O)Nc1ccc(Cl)cc1Cl	1	15	28	0.4	101	96	102	103	103	·	98
O=C(Nc1nc2ccc(Oc3ccccc3)cc2s1)c1cc([N+](=O)[O-])ccc1N1CCOCC1	8	5	10	0.6	98	99	99	99	100	3	98
Next part:
SMILES	ABCG2 block	Avidin fluor	GSH fluor	ABCB1 block	Rac1 wt modul	Rab7 wt modul	Rab2A wt mod	HRas wt GTP bind	Cdc42 wt GTP	Pf gametocyte	Rac1 mut GTP
COc1ccccc1N(CC(=O)NCc1ccccc1)S(C)(=O)=O	0	8	58	0.1	106	100	99	99	99	·	96
CCOC(=O)CN1NC2(CCCCC2)NC1=S	1	12	32	1.0	105	100	102	102	105	1	99
COCCn1c(SCC(=O)N2CC(=O)Nc3ccccc32)nc2ccccc2c1=O	8	31	7	1.2	96	102	97	94	95	5	95
O=C1NN=C(CSc2n[nH]c(=S)s2)CS1	-2	4	15	-0.6	91	98	94	92	93	3	93
CCOc1ccc(C(NC(=O)c2ccco2)c2ccc(OC)c(OC)c2)cc1 (stereo not given)	·	1	14	·	102	99	100	99	100	·	98
N#CCSc1nnc(-c2ccc(S(=O)(=O)N3CCOCC3)cc2)n1CC1CCCO1 (stereo not given)	0	4	24	0.1	104	97	100	100	103	7	101
COC(=O)[C@H](CCSC)NC(=O)NCc1ccc(S(N)(=O)=O)cc1	0	15	14	0.1	105	103	104	105	108	-24	99
CC(NS(=O)(=O)c1ccccc1)C(c1cccs1)N1CCN(c2ccccc2)CC1 (stereo not given)	13	14	31	1.5	106	101	98	100	101	-3	102
CC(=O)N1CCCc2cc(S(=O)(=O)Nc3ccc(C)cc3C)ccc21	11	6	24	0.2	103	96	96	100	98	-3	97
N#Cc1c(NC2CCCCC2)nc(-c2ccco2)c2c1CCCC2	3	6	23	0.6	105	99	102	101	103	·	101
Cc1[nH]nc2c1/C(=N\O)CCC2	-2	8	24	-0.4	99	104	100	98	96	-5	94
COc1cc(C(=O)N2CCN(S(=O)(=O)c3ccc(C)cc3)CC2)ccc1OCc1c(C)noc1C	10	11	10	2.6	98	100	99	99	98	·	94
Cc1c(C(=O)N2CCCCCC2)oc2ccccc12	19	20	23	2.7	96	97	93	93	93	9	94
c1ccc2sc(NC3=NCN(CC4CCCO4)CN3)nc2c1 (stereo not given)	0	19	16	-0.2	95	95	96	95	97	-5	97
Cc1c(C(=O)C(=O)N2CCN(C)CC2)c2ccccc2n1C	0	25	9	0.2	103	106	100	100	99	24	98
Cc1cccc(NC(=O)C2CCCN2C(=O)OCC(C)C)c1 (stereo not given)	5	12	27	1.1	105	103	102	102	104	5	99
O=[N+]([O-])c1ccc(N2CCC(O)CC2)nc1	1	2	6	0.6	102	94	99	97	98	·	96
COc1cc(CC(=O)OCC(=O)NC2CC2)cc(OC)c1OC	0	9	10	0.1	100	102	99	96	95	-8	95

Hits appear at their usual frequency; any-hit rate near 1.1%.
